Screening results as filed in PubChem BioAssay.
RXFP1 antag: blocks the human relaxin receptor RXFP1 | actives 0.59% (n = 350,000) | activity change, negative = inhibition, % at 57.5 µM | Q9HBX9 | HEK293-RXFP1, relaxin-stimulated cAMP HTRF, 30 min; hits give low values;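 active = activity change of -60% or lower, but not beyond a set lower limit; inconclusive = change between -60% and -40%, or beyond the set limit; inactive = change above -40%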; also: % is scaled to controls: 0 for no effect and ±100 for the full control effect
GRP78 ERSR act: inducers of ER stress response in human glioma cells. U87-MG GRP78 promoter luciferase reporter, 16 h. Potency, µM, for the others: at the top dose activation, most hits filed as activators. actives 0.02% (n = 420,000). AID 602332; also: potency is read from the fitted curve at half-maximal effect; series mostly up to about 76 µM; % of control where 0% means no effect; nearly all actives have a fitted effect of over 35% in size
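ERSR induction read as luciferase luminescence (Bright-Glo, 10 min at room temperature) in stably transfected human U87-MG glioma cells exposed to compounds for 16 h, using GRP78 as sensor.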
D2 PAM: positive allosteric modulators of human D2 dopamine receptor; actives 0.34% (n = 340,000); potentiation, % at 10 µM; AID 485347; P14416; HEK293 T-REx D2, calcium flux, EC20 dopamine potentiation;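 active = potentiation over 3 SD above the plate norm, cut at about 30% in these data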; also: 0% is about no effect
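Tetracycline-induced Hek293 Trex D2 cells, force-coupled to calcium, loaded with no-wash calcium dye. Compound added with 180 s kinetic read for agonism, then EC20 dopamine and a further 180 s read for potentiation.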
Vif-A3G inh: blocks the Vif interaction with human APOBEC3G | HeLa A3G-eYFP + Vif (tagged APOBEC3G with the HIV-1 protein that degrades it), YFP fluorescence, overnight | actives 0.076% (n = 410,000) | AID 602310 | Potency, µM (top dose mostly 46.1 µM), without a hit: at the highest dose activity, negative = active, most hits filed as inhibitors | Q9HC16;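 also: potency is read from the fitted curve at half-maximal effect; % is scaled to controls: 0 for no effect and ±100 for the full control effect; nearly all actives have a fitted effect of over 60% in size; hits raise eYFP signal because A3G escapes Vif-driven loss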
Target sequence (Q9HC16 whole entry, looked up): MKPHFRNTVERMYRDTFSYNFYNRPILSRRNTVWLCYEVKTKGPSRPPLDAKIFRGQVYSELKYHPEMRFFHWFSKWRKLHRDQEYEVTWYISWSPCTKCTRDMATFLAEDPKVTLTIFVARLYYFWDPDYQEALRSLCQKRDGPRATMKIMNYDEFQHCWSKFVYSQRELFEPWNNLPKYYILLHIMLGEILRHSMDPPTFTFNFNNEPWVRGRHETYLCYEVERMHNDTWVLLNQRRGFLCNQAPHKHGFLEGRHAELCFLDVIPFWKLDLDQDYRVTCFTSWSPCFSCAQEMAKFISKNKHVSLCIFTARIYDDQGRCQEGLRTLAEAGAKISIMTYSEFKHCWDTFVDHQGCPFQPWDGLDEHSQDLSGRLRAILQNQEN
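Read-out is eYFP fluorescence (Ex 488/Em 500-530) from Vif-expressing HeLa A3G-eYFP cells; more signal means A3G escaped Vif-mediated degradation. Cells plated overnight, compound pinned in, incubated overnight at 37 deg C.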
D1 agonist: agonists of human D1 dopamine receptor | P21728 | HEK293 T-REx D1 cells, calcium flux, agonist mode | activation, % at 2 µM | actives 1% (n = 360,000) | AID 504660; in the data active = activation above about 30%; also: 0% is about no effect
Target sequence (P21728 whole entry, looked up): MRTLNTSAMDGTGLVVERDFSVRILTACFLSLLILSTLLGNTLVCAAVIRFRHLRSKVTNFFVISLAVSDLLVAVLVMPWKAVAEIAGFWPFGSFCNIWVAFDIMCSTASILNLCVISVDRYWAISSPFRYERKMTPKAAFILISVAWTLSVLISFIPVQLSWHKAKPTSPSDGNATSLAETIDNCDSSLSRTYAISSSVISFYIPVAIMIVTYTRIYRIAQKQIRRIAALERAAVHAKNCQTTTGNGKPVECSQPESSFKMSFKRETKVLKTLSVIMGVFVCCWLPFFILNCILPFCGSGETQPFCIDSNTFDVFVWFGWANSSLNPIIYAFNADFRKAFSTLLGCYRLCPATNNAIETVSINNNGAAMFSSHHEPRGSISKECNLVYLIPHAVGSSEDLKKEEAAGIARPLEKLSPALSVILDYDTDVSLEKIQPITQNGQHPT
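Agonism was scored from calcium flux recorded over 180 s (1 read/s) after pintool compound addition, following a 10-cycle baseline. Cells were inducible force-coupled HEK293 TREx D1, plated overnight at 30 C and loaded with no-wash calcium dye.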
Vif-APOBEC3F blk: inhibitors of Vif-A3F interaction. HeLa A3F-eYFP + Vif (tagged APOBEC3F with the HIV-1 protein that degrades it), YFP fluorescence increase. actives 0.2% (n = 390,000). Potency, µM (titrated, usually from 46.1 µM), without a hit: at the highest dose activity, negative = active; also: potency is read from the fitted curve at half-maximal effect; % of control where 0% means no effect; nearly all actives have a fitted effect of over 65% in size
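Fluorescence increase (Ex 488/Em 500-530) after overnight compound treatment at 37 deg C flags inhibition of Vif-driven A3F-eYFP loss in stable HeLa A3F-eYFP/Vif cells seeded overnight beforehand.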
D1 PAM: potentiators of human D1 dopamine receptor; P21728; HEK293 TREx D1 cells, calcium flux, dopamine EC20 potentiation; potentiation, % at 10 µM; actives 0.036% (n = 360,000); AID 504651; in the data active = potentiation above about 30%; also: 0% is about no effect
D1 antag: blocks dopamine activation of the human D1 receptor. P21728. HEK293 TREx D1 cells, calcium flux, dopamine EC80; hits give low values. activity change, negative = inhibition, % at 10 µM. actives 3.2% (n = 360,000). AID 504652; in the data active = activity change below about -30%; also: % is scaled to controls: 0 for no effect and ±100 for the full control effect
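Calcium flux readout: force-coupled, inducible Hek293 Trex D1 line, cells induced overnight at 30 C with tetracycline, dye-loaded 30–90 min at RT. Antagonism scored against EC80 dopamine challenge given 180 s after compound.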
RXFP1 ag: agonists of human relaxin receptor RXFP1; actives 0.3% (n = 370,000); HEK293T-RXFP1 cAMP TR-FRET, 30 min; response scale: percent of porcine relaxin response, buffer zero; Potency, µM (doses to about 57.5 µM), for the others: at the top dose activation, actives largely listed as activators; also: potency is read from the fitted curve at half-maximal effect; % is scaled to controls: 0 for no effect and ±100 for the full control effect; nearly all actives have a fitted effect of over 60% in size; many of its hits are not listed in these tables
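cAMP rise read by TR-FRET after 30 min, 37C compound exposure (up to 58 uM) in RXFP1-transfected HEK293 cells with Ro 20174 present. EC50 from Hill-equation fits, with 29 nM porcine relaxin as 100% and buffer as basal.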
Numbers without * were called inactive; ? = inconclusive; . = no result given; & = joins results of further samples; ! = a repeat was not active. Unless noted, calls follow the shape of the dose curve; as a rule, active = well fitted curve in the direction sought with a large enough effect; inconclusive = small, poorly fitted or top-dose-only effect, or another doubt; inactive = no such curve, though single readings can be large; an effect the other way counts as inactive or inconclusive. Some of the compounds tested (hit frequency here may not be typical).

SMILES	RXFP1 antag	GRP78 ERSR act	D2 PAM	Vif-A3G inh	D1 agonist	Vif-APOBEC3F blk	D1 PAM	D1 antag	RXFP1 ag
C/C(=N/NC(=O)c1cccs1)c1cccc(N)c1	2	1%	-3	-5%	0	9%	-6	3	-1.0%
CC(O)c1cc2c(cc1NC(=O)c1cnn3c1NC(c1ccco1)CC3C(F)(F)F)OCO2 (configuration not stated)	-3	-3%	4	0%	5	0%	5	6	1.9%
COCCCN1C(=O)C(=O)/C(=C(/O)c2ccc(S(=O)(=O)N3CCOCC3)cc2)C1c1cccc(Cl)c1 (configuration not stated)	17	?	2	6%	1	7%	2	-4	0.4%
CCOc1ccc2c(c1)ncn2Cc1ccccc1	-35	?	-1	-8%	3	?	-3	-12	2.7%
O=C(NCCCN1CCOCC1)c1cc2c(s1)CCCC2	-12	4%	-5	-1%	3	-1%	-1	-4	-0.2%
Cc1ccccc1SCC(=O)NNC(=O)c1ccccc1O	6	0%	3	-1%	5	-4%	-7	2	1.1%
O=C(COC(=O)CNC(=O)c1cccc(OC(F)F)c1)NCc1ccc2c(c1)OCO2	3	-2%	.	3%	.	-2%	.	.	.
O=C(NCCCc1ccncc1)C1CCC(=O)N(Cc2cccc(F)c2)C1 (configuration not stated)	10	-4%	-2	2%	4	-5%	8	-21	-0.5%
O=C(O)C1CC(=O)N(c2ccc(F)c(F)c2)C1 (configuration not stated)	4	2%	1	1%	0	0%	1	-3	-0.7%
COc1ccc(CCNC(=O)c2cc3sc(Cl)cc3n2C)cc1OC	.	-4%	-7	-11%	-2	-17%	-7	-4	0.9%
COC(=O)c1c(C)[nH]c(C(=O)CSc2ccc(Cl)cc2)c1C	-16	-13%	-12	-9%	14	6%	-2	-19	0.3%
CC1(C)C2C/C(=N\O)C(C)(/[N+]([O-])=C/c3cccc([N+](=O)[O-])c3)CC21 (configuration not stated)	1	-5%	-5	-6%	6	1%	-4	4	0.6%
O=C(Cn1ncc2c3ccccc3n(Cc3cccc(Cl)c3)c2c1=O)NCc1ccccn1	?	2%	6	1%	7	6%	6	8	1.6%
CCCNC(=O)N(C)c1nncnc1C(=O)NC	18	-3%	-1	0%	3	1%	-6	7	-1.9%
Cc1cc(-c2nnc(SCC(=O)NC3CC3)n2C(C)C)cs1	1	-3%	-9	-1%	1	2%	-10	7	-0.1%
Cc1cc(C)n(-c2ccc(C(=O)OCC(=O)Nc3ccc(S(N)(=O)=O)cc3)cc2)n1	-3	-3%	.	1%	.	-9%	.	.	.
CC(CCO)Nc1nc2c(c(=O)n(C)c(=O)n2C)n1Cc1cccc(Br)c1 (configuration not stated)	-8	-3%	-1	-1%	-1	3%	-1	-6	5.3%
COc1cc(/C=C(\C#N)c2nc3ccccc3[nH]2)ccc1O	1	5%	-3	?	28	13µM*	5	0	-1.9%
O=C(Cc1ccc(Cl)cc1)Nc1ccccc1N1CCN(C(=O)c2ccccc2)CC1	0	-7%	-9	0%	7	5%	12	17	-0.4%
Cc1ccc(C)c(S(=O)(=O)N2CCN(C(=O)Cc3sc(C)nc3-c3ccc(F)cc3)CC2)c1	-4	-2%	.	0%	.	-9%	.	.	.
NNC(=O)CN1C(c2ccc(Br)cc2)=Nc2ccc(Br)cc2C1c1ccccc1 (configuration not stated)	-12	-4%	9	-1%	2	-9%	-1	15	-0.9%
CCOC(=O)C1CCN(C(=O)/C=C/c2ccc3c(c2)OCO3)CC1	-20	-8%	-9	-3%	5	-10%	-2	30	1.2%
COc1ccc(N2CCN(C(=O)CCc3cc(OC)c(OC)c(OC)c3)CC2)cc1	9	-4%	1	0%	1	-9%	-9	2	-2.6%
CC(Oc1ccccc1)C(=O)Nc1nnc(S(=O)(=O)N2CCCCC2)s1 (configuration not stated)	6	-5%	.	1%	6	-5%	-2	0	?
CN(C(=O)CC1C(=O)NCCN1Cc1ccc(F)cc1)C1CCOCC1 (configuration not stated)	-6	-4%	2	1%	4	2%	-3	-16	0.0%

The list goes on, starting with the last 2 of the part before.
SMILES	RXFP1 antag	GRP78 ERSR act	D2 PAM	Vif-A3G inh	D1 agonist	Vif-APOBEC3F blk	D1 PAM	D1 antag	RXFP1 ag
CC(Oc1ccccc1)C(=O)Nc1nnc(S(=O)(=O)N2CCCCC2)s1 (configuration not stated)	6	-5%	.	1%	6	-5%	-2	0	?
CN(C(=O)CC1C(=O)NCCN1Cc1ccc(F)cc1)C1CCOCC1 (configuration not stated)	-6	-4%	2	1%	4	2%	-3	-16	0.0%
CC1(C(=O)OCC(=O)Nc2ccccc2)CC1(Cl)Cl (configuration not stated)	7	2%	2	-1%	5	2%	-3	-2	-3.5%
CCn1c(N2CCN(S(=O)(=O)c3ccc(OC)cc3)CC2)nc2ccccc21	3	-3%	-4	-4%	18	19%	-2	-1	2.0%
O=C(c1noc2c1CCCC2)N1CCN(C(c2ccccc2)c2ccccc2)CC1	.	.	.	.	1	.	-3	-11	0.1%
NS(=O)(=O)c1ccc(CCNC(=O)c2ccncc2)cc1	-11	-3%	18	1%	3	0%	-1	4	-0.2%
NC(Cc1cccc2nsnc12)C(=O)O (configuration not stated)	-6	-2%	19	11%	3	1%	-2	0	3.1%
CCCNC(=O)c1onc(CSc2ccccc2)c1C(=O)NCCC	.	-5%	0	-4%	2	3%	7	1	3.4%
O=C(N/N=C/c1ccc(-c2cccc([N+](=O)[O-])c2)o1)c1ccccc1O	-6	-1%	-1	0%	1	-2%	-14	-18	3.5%
COCCn1c(SCC(=O)N2CCOCC2)nnc1-c1ccco1	-7	-3%	16	-3%	0	3%	-3	-9	1.1%
Cc1nn(-c2ccccc2)c(Cl)c1/C=N/NC(=O)CNC(=O)c1ccccc1Cl	-10	0%	-12	-16%	3	-14%	-3	-9	0.0%
CC1(C)Cc2c(c(N3CCOCC3)nc3snc(N)c23)CO1	-4	-17%	-3	5%	2	0%	-3	3	1.8%
COC(=O)C1=C(C(=O)OC)[C@@H]2N(C)c3ccccc3[C@@]23C[C@@H](C(=O)OC)N(C(=O)c2cc(C)oc2C)C3=N1	.	-3%	-1	3%	1	8%	0	-11	-1.5%
O=C(CCCCCCCC(=O)N1CCCCC1)N1CCCCC1	0	0%	.	3%	.	0%	.	.	.
CCn1cc(C(=O)N2CCN(c3cccc(Cl)c3)CC2)c2cc(OC)c(OC)cc2c1=O	-8	-2%&-4%	-1&-2	-14%&-16%	4&5	-4%&6%	0&-9	-53*!	-1.2%&-0.7%
O=C(COC(=O)[C@H](Cc1ccccc1)NC(=O)c1cccs1)NC1CC1	21	-4%	2	2%	1	-1%	-5	-1	0.3%
CC(C)c1ccc(N2C(=O)/C(=C/N(C)C)SC2=S)cc1	-26	-1%	-3	1%	99*	-5%	4	4	2.5%
CC[n+]1cccc(-c2nc3ccccc3s2)c1	-4	-9%	6	2%	0	3%	-8	-2	7.3%
O=C1CC(N2CCC(c3nc4ccccc4o3)CC2)C(=O)N1c1cc(Cl)cc(Cl)c1 (configuration not stated)	4	-5%	16	-1%	15	5%	-12	-19	-0.5%
Nc1c(C(=O)c2ccccc2)oc2ccc(Br)cc12	-8	6%	0	-5%	1	-5%	-1	2	0.8%
COc1ccccc1/C=C/c1nc(C#N)c(N2CCN(C)CC2)o1	.	2%	-12	-3%	0	-2%	-2	-18	13%
O=C(O)c1cc(N2CCCCC2)ccn1	-9	2%	.	0%	.	-3%	.	.	.
COC(CNC(=O)c1cnn2c(C)c(Cc3ccccc3)c(C)nc12)OC	5	0%	14	4%	8	-21%	3	5	-0.2%
COc1ccc(CNC(=O)CSc2nnc3nc(C)cc(C)n23)cc1OC	2	-5%	10	1%	1	7%	-12	-7	6.1%
COC(=O)CSc1nnc(CNc2ccc(Cl)cc2)n1-c1ccccc1	3	1%	3	0%	17	1%	-10	-16	0.9%
COC(=O)c1ccc(NC(=O)c2ccco2)cc1	5	-2%	-4	1%	1	-1%	-8	-3	2.7%
CCC(=O)N=c1sc2cc([N+](=O)[O-])ccc2n1CCOC	12	4%	14	-3%	2	-8%	5	7	4.1%
CCCCCCN1C[C@@H](n2cc(-c3ccc(F)cc3)nn2)[C@H](O)C[C@@H]1c1ccc(Cl)cc1	-4	16%	.	-21%	.	-15%	.	.	.
CCOn1c(SCC)nc2ccccc2c1=O	6	0%	-5	-4%	5	-10%	-5	-4	0.6%
COc1ccc(C(=O)O/N=C2\C(=O)N(C)c3ccccc32)cc1	0	-6%	.	0%	.	8%	.	.	.
CCc1cc2c(N3CCCCC3)ncnc2s1	-12	-4%	12	1%	8	-1%	-1	-2	-0.1%

A portion from the list above:
SMILES	RXFP1 antag	GRP78 ERSR act	D2 PAM	Vif-A3G inh	D1 agonist	Vif-APOBEC3F blk	D1 PAM	D1 antag	RXFP1 ag
CC1(C(=O)OCC(=O)Nc2ccccc2)CC1(Cl)Cl (configuration not stated)	7	2%	2	-1%	5	2%	-3	-2	-3.5%
CCn1c(N2CCN(S(=O)(=O)c3ccc(OC)cc3)CC2)nc2ccccc21	3	-3%	-4	-4%	18	19%	-2	-1	2.0%
O=C(c1noc2c1CCCC2)N1CCN(C(c2ccccc2)c2ccccc2)CC1	.	.	.	.	1	.	-3	-11	0.1%
NS(=O)(=O)c1ccc(CCNC(=O)c2ccncc2)cc1	-11	-3%	18	1%	3	0%	-1	4	-0.2%

Arranged by value in Vif-A3G inh (lowest first): some entries from above.
Molecule	Vif-A3G inh
Cc1cc(-c2nnc(SCC(=O)NC3CC3)n2C(C)C)cs1	-1%
CCCNC(=O)N(C)c1nncnc1C(=O)NC	0%
CN(C(=O)CC1C(=O)NCCN1Cc1ccc(F)cc1)C1CCOCC1 (configuration not stated)	1%
O=C(COC(=O)[C@H](Cc1ccccc1)NC(=O)c1cccs1)NC1CC1	2%
O=C(COC(=O)CNC(=O)c1cccc(OC(F)F)c1)NCc1ccc2c(c1)OCO2	3%
